RGS4 inhibitor = human RGS4 inhibition. Transcreener GDP fluorescence polarization, RGS4-accelerated GTP hydrolysis. Potency, µM (titrated, usually from 114 µM), without a hit: top-dose activity change, negative = inhibition, hits mostly inhibitors. 390,000 tested, 0.039% active. AID 504845; further: potency means the concentration at half of the fitted maximal effect; on the % scale 0 is the no-effect control and ±100 the full control effect; nearly all actives have a fitted effect of over 75% in size; some results filed as inactive show a strong effect at the top dose
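MLSMR compounds (23 nl, pin-transferred) preincubated 10 min at room temperature with a 500nM (2x) first reagent, then RGS4 at 900nM (2x) plus Transcreener GDP mix added; fluorescence polarization (620/688 nm) read before and after 90 min at 30 °C.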
Pol kappa inh = inhibitors of human DNA polymerase kappa; Q9UBT6; purified Pol kappa, fluorescent DNA synthesis assay, 10 min; Potency, µM (series often up to 107 µM), for the others: at the highest dose activity, negative = inhibition, usual class: inhibitors; 400,000 tested, 0.53% active; AID 588579; further: potency means the concentration at half of the fitted maximal effect; on the % scale 0 is the no-effect control and ±100 the full control effect
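First, compounds were pin-transferred onto 10 nM Pol kappa. After 15 min at room temperature, substrate was added to 50 nM final. Fluorescence was then measured kinetically at 0 and 10 min.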
LDHA inh = inhibitors of human lactate dehydrogenase A; P00338; purified LDHA, NADH/diaphorase-resazurin fluorescence; hits give low values; activity change, % (values are at about 110 or 230 µM); 480,000 tested, 0.15% active; in the data active means activity change below about -30%; inconclusive means mostly about -25% to -30%;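 further: plate controls were DMSO wells for no effect and wells without enzyme for full effect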
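Human LDH5 (2 nM) was incubated with 0.06 mM NADH and 0.2 mM pyruvate for 5 min at room temperature in Tris pH 7.4. Remaining NADH was coupled through diaphorase/resazurin, and resorufin fluorescence was read at 0 and 20 min.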
Anesthetic bind = binds horse apoferritin like a general anesthetic | 350,000 tested, 0.074% active | apoferritin/1-aminoanthracene competitive binding, fluorescence | P02791 | Potency, µM (highest dose often 77.5 µM), without a hit: at the highest dose activity change, negative = displacement, hits mostly inhibitors | AID 485281; further: potency means the concentration at half of the fitted maximal effect; on the % scale 0 is the no-effect control and ±100 the full control effect; nearly all actives have a fitted effect of over 20% in size
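Read-out: endpoint 1-AMA fluorescence, excitation 380 nm and emission 535 nm, after compounds sit 10 min at room temperature with 10 uM horse-spleen apoferritin in 50% saturated 1-AMA/PBS. Values come from four-parameter Hill fits.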
APEX1 inh = blocks human APE1 abasic DNA cleavage; recombinant APE1, TAMRA/BHQ-2 abasic DNA cleavage fluorescence; Potency, µM (titrated, usually from 65.8 µM), for the others: at the highest dose activity change, negative = inhibition, usual class: inhibitors; P27695; 350,000 tested, 0.35% active;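 further: potency means the concentration at half of the fitted maximal effect; plate controls were vehicle for no effect and reference inhibitor for full effect; nearly all actives have a fitted effect of over 55% in size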
Target sequence (P27695 whole entry, looked up): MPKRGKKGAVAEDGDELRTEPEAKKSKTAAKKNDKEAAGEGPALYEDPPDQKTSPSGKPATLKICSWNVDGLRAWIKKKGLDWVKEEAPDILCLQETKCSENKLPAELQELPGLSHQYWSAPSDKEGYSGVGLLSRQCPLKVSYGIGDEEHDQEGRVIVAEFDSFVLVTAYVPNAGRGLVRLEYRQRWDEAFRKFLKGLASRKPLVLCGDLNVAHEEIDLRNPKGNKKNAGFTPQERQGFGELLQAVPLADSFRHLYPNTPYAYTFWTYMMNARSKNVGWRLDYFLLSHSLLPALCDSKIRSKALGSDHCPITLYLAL
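Compound pre-exposure to 0.75 nM APE1, 15 min at ambient temperature. Reaction initiated with 50 nM TAMRA/BHQ-2 THF substrate, read immediately in kinetic mode, 525 nm excitation, 598 nm emission.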
ERG Ets-DNA blk = blocks human ERG Ets domain binding to DNA. P11308. fluorescence polarization, His-ERG Ets domain / labelled DNA. Potency, µM (series often up to 76.9 µM), inactives show at the top dose FP activity, negative = inhibition, hits mostly inhibitors. 370,000 tested, 0.028% active; active means well fitted inhibition curve with a large enough effect in the polarisation, with a control signal flat; inconclusive means small, poorly fitted or top-dose-only effect, or effect the other way, or a change in a side signal; inactive means no such curve, though single readings can be large or run the other way; the % refers to the polarisation;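 further: polarization taken with two DNA probes labelled with fluorescein and Texas red; potency means the concentration at half of the fitted maximal effect; % of control where 0% means no effect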
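His-tagged ERG Ets domain (1 uM in the protein solution; 300mM KCl, 50mM Tris-HCl, 1mM EDTA, 1mM DTT, pH 7.5) received compound, then a probe mix of 5 nM fluorescein-DNA and 100nM Texas-615-DNA. Fluorescence polarization was read for both dyes.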
ALOX12 inh = ALOX12 (human) lipoxygenase inhibition; purified 12hLO, xylenol orange hydroperoxide absorbance; Potency, µM (highest dose often 108 µM), inactives show at the highest dose activity change, negative = inhibition, most hits filed as inhibitors; P18054; 580,000 tested, 1.1% active; AID 1671190; further: potency means the concentration at half of the fitted maximal effect; on the % scale 0 is the no-effect control and ±100 the full control effect
Target sequence (P18054 whole entry, looked up): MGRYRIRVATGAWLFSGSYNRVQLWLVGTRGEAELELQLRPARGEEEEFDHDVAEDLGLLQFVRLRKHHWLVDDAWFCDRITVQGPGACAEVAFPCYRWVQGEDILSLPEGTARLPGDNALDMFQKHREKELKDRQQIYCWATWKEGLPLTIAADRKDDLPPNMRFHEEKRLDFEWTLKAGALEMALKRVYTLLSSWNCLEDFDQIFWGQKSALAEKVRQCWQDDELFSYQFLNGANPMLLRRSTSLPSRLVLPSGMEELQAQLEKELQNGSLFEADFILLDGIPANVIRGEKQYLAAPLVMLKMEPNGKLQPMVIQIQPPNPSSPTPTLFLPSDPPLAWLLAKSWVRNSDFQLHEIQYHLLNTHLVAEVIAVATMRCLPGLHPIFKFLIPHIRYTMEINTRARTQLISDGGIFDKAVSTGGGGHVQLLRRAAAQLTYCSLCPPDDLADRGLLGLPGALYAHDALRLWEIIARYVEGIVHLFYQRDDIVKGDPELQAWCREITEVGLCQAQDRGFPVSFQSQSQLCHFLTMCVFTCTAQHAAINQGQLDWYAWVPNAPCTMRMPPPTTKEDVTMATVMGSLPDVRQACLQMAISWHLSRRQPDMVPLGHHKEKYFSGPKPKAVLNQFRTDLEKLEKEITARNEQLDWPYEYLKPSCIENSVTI
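Purified human 12hLO at 150 nM in 25 mM Hepes, 0.01% Triton X-100, pH 7.0, preincubated 15 min at room temperature with compound. Reaction started with 40 uM arachidonic acid, 30 min at room temperature. Hydroperoxide measured by Fe-xylenol orange, 573/405 nm absorbance ratio.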
Pol eta inh = blocks human DNA polymerase eta activity; Q9Y253; recombinant Pol eta, fluorescent DNA replication assay; Potency, µM (series often up to 114 µM), for the others: top-dose activity change, negative = inhibition, most hits filed as inhibitors; 390,000 tested, 1.2% active; further: potency means the concentration at half of the fitted maximal effect; on the % scale 0 is the no-effect control and ±100 the full control effect
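Pol eta at 10 nM preincubated with compounds 15 min at room temperature; reaction started with fluorescent substrate (50 nM final) and read kinetically at 0 and 10 min.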
POLB inh = inhibitors of human DNA polymerase beta | P06746 | Pol beta primer extension/strand displacement, fluorescence kinetic | Potency, µM (highest dose often 114 µM), inactives show at the top dose activity change, negative = inhibition, hits mostly inhibitors | 340,000 tested, 1.3% active | AID 485314; further: potency means the concentration at half of the fitted maximal effect; on the % scale 0 is the no-effect control and ±100 the full control effect
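Pol beta (10 nM) and compounds were preincubated 15 min at room temperature, then 50 nM substrate (final) started primer extension/strand displacement. Reads were taken at 0 and 10 min; concentration-response data were fitted to a four-parameter Hill equation.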
The depositor's hits bear a star; ? = inconclusive; . = no result given; & = joins results of further samples; [ ] = remark or other dose. Unless noted, the call rests on the fitted dose curve; in most records, active means well fitted curve in the direction sought with a large enough effect; inconclusive means small, poorly fitted or top-dose-only effect, or another doubt; inactive means no such curve, though single readings can be large; an effect the other way counts as inactive or inconclusive. Only part of the results is shown. The share of hits here may be higher or lower than overall.

SMILES	RGS4 inhibitor	Pol kappa inh	LDHA inh	Anesthetic bind	APEX1 inh	ERG Ets-DNA blk	ALOX12 inh	Pol eta inh	POLB inh
O=C(/C=C/c1ccc(F)cc1)c1ccccc1Br	-38%	-16%	-1	5%	-9%	-1%	-17%	?	-4%
COc1ccc(C(=O)Nc2cccc(S(=O)(=O)NC3=NCCC3)c2)cc1OC	-6%	-3%	1	.	9%	-7%	5%	-10%	.
O=C(Nc1ccc(S(=O)(=O)NC2CCCC2)cc1)c1cnccn1	8%	-11%	-9	-5%	26%	-3%	-6%	-3%	7%
O=C(O)c1cccc(N/N=C/c2ccc(OC(F)(F)F)cc2)c1	-15%	-1%	0	-2%	35%	10%	0%	-7%	-16%
COc1ccc(Cn2nnnc2C(c2cc3cccc(C)c3[nH]c2=O)N2CCOCC2)cc1 (stereo not given)	-35%	-9%	7	-10%	-1%	-19%	-26%	-12%	16%
Cc1cccc(C(=O)Nc2cc(S(=O)(=O)N3CCOCC3)ccc2N2CCCCC2)c1	-33%	-6%	1	.	15%	1%[15.4 µM]	2%	-29%	.
COc1ccc(/C=C(\NC(=O)c2ccco2)C(=O)Nc2ccc(C(C)=O)cc2)cc1	-8%	-16%	-8	-4%	-12%	0%	-6%	5%	-28%
COc1ccc(C)cc1S(=O)(=O)N(C)CC(=O)NCc1ccco1	-43%	-34%	-3	-4%	-2%	1%	0%	?	?
CN(C(=O)CSc1cccc[n+]1[O-])C1CCCCC1	-9%	-1%	-6	.	2%	-3%	10%	7%	.
NC(=O)c1ccccc1N/C=C/C(=O)c1ccc(Cl)cc1	7%	-14%	4	-4%	11%	5%	-30%	4%	-6%
COc1cc(C(c2nnnn2C2CCCC2)N2CCN(C(=O)c3ccco3)CC2)cc(OC)c1OC (stereo not given)	-21%	-23%	0	-1%	48%	-15%	?	-11%	-20%
CSCC[C@H](NC(=O)CC(C)(C)C)c1nc2ccccc2[nH]1	-3%	-13%	-1	-6%	24%	6%	-10%	-3%	1%
Cc1ccc(S(=O)(=O)CCC#N)cc1	0%	4%	-6	36%[activator]	5%	-3%	-10%	-25%	2%
Cc1cccn(Cc2c(Cl)cccc2Cl)c1=O	34%	-21%	-9	.	.	-2%	38%[activator]	1%	.
CCN(CC)c1ccc2cc(C(N)=O)c(=N)oc2c1	-21%	-10%	-3	3%	4%	-3%	9%	1%	-23%
COc1ccc(C(=O)/C=C/c2ccc(-c3ccccc3)cc2)cc1CSCC(=O)O	.	.	.	-8%	0%	.	0%	.	15%
N#CC1=C(N)Oc2n[nH]c(-c3cccs3)c2C1c1ccncc1 (stereo not given)	15%	0%	-6	-8%	1%	-6%	-3%	-6%	-8%
Cc1cccc(NS(=O)(=O)c2cccc(C(=O)N3CCCC(C(F)(F)F)C3)c2)c1 (stereo not given)	-32%	-6%	0	.	18%	-9%	-11%	-10%	.
COc1ccc(-n2c(=O)c3sc4ccccc4c3n(CC(=O)Nc3cccc(C)c3)c2=O)cc1	26%	-13%	-8	-14%	.	-3%	?	1%	0%
O=C(Nc1ccccc1)c1ccc(S(=O)(=O)N2CCOCC2)cc1	-5%	-6%	-6	-9%	-4%	-6%	0%	-1%	3%
CC1(C)CNC(=O)CC(C)(C)N1O	19%	-12%	-5	0%	15%	3%	52%[activator]	-2%	17%
O=C(Nc1cnn(Cc2ccccc2)c1)c1cc2nc(-c3ccco3)cc(C(F)(F)F)n2n1	-21%	-12%	-2	?	0%	15%	41%	?	0%
Cc1nc2cc3sc(C)nc3cc2s1	22%	-2%	-3	-6%	-2%	-2%	1%	-11%	-2%
CN1CCN(Cc2nc3ccccc3c(=O)n2Cc2nc(-c3ccc4ccccc4c3)cs2)CC1	-8%&-35%	-7%&6%	-6&0	1%	-3%	-9%&-1%	?	-5%&-12%	?
COc1ccccc1NC(=O)c1cc2c(=O)n(C)c3ccccc3c2n1C	?	1%	4	-3%	0%	-5%	-12%	-12%	-2%
COc1ccc(C2/C(=C(\O)c3ccc4c(c3)OCCO4)C(=O)C(=O)N2c2nc(C)c(C(C)=O)s2)cc1 (stereo not given)	-7%	11%	1	-6%	8%	12%	?	6%	29%
O=C(Cn1c(=O)n(Cc2ccco2)c(=O)c2ccccc21)Nc1ccc(Cl)cc1Cl	-6%	-8%	-7	-14%	.	8%	-19%	-6%	-11%
Cn1cc(C(=O)NCc2ccccc2Cl)c(=O)c2cc(S(=O)(=O)N3CCCCCC3)ccc21	-7%	0%	-5	?	.	2%	-23%	-16%	14%
ON(CCc1ccccn1)CCc1ccccn1	-6%	-13%	0	.	.	-21%	.	-18%	.
Cc1ccsc1/C=N/NC(=O)c1ccc2c(c1)OCCO2	-40%	0%	-1	-8%	0%	-6%[15.4 µM]	220%[activator]	-6%	-1%

Sorted by length of the SMILES (high to low): some entries from above.
SMILES	RGS4 inhibitor	Pol kappa inh	LDHA inh	Anesthetic bind	APEX1 inh	ERG Ets-DNA blk	ALOX12 inh	Pol eta inh	POLB inh
Cc1cccc(NS(=O)(=O)c2cccc(C(=O)N3CCCC(C(F)(F)F)C3)c2)c1 (stereo not given)	-32%	-6%	0	.	18%	-9%	-11%	-10%	.
COc1ccccc1NC(=O)c1cc2c(=O)n(C)c3ccccc3c2n1C	?	1%	4	-3%	0%	-5%	-12%	-12%	-2%
Cc1nc2cc3sc(C)nc3cc2s1	22%	-2%	-3	-6%	-2%	-2%	1%	-11%	-2%

Next section
SMILES	RGS4 inhibitor	Pol kappa inh	LDHA inh	Anesthetic bind	APEX1 inh	ERG Ets-DNA blk	ALOX12 inh	Pol eta inh	POLB inh
CCOc1cc2sc(N3CCC(C(=O)Nc4ccc(CC)cc4)CC3)nc2cc1Br	3%	12%	0	-9%	.	-1%	5%	-19%	5%
CC1(C)C(C=C(Cl)Cl)C1C(=O)N(Cc1ccccc1Cl)C1CCS(=O)(=O)C1 (stereo not given)	-14%	-15%	0	-8%	4%	-5%	-21%	-20%	0%
O=C(Cn1nnc2ccccc21)OCC(=O)c1ccccc1	16%	1%	-6	4%	1%	6%	398%[activator]	1%	49%
Cc1cc(SCCOc2ccc(Br)cc2)nc(N)n1	-7%	-9%	-1	-7%	9%	-10%	-14%	-11%	2%
O=C(O)COc1ccccc1C=NNC(=O)c1ccccc1NS(=O)(=O)c1cccs1	7%	-3%	-1	.	10%	9%	-12%	3%	.
Nc1cc2c(cc1Cl)-c1ccc(Cl)cc1C2=O	7%	-7%	-6	.	.	12%	-3%	2%	.
CC(NC(=O)c1ccc(Cl)cc1Cl)C(c1ccccc1)N1CCOCC1 (stereo not given)	24%	-6%	-10	-6%	-4%	20%	-5%	1%	0%
Cc1ccc(-c2cc(C(=O)NCCCN3CCOCC3)c3ccc(Cl)c(C)c3n2)cc1	-52%	2%	-8	1%	-2%	-1%	-28%	-11%	-10%
Cc1c(C(=O)O)oc2c1-c1nn(Cc3ccc(Cl)cc3)cc1CC2	-31%	-34%	28	?	.	-2%	?	.	25µM*
CCN(CC)S(=O)(=O)c1cccc(C(=O)N2CC(O)CC2C(=O)OC)c1 (stereo not given)	-28%[11.4 µM]	0%	0	-6%	3%	-1%	0%	-16%	1%
O=C(CSc1nnc(-c2cccs2)n1-c1ccccc1)NCc1ccc2c(c1)OCO2	9%	-16%	-3	-11%	0%	-2%	-3%	-8%	-5%
Cc1nc2ccccc2n1CC(O)c1ccccc1 (stereo not given)	2%	-4%	-7	9%	47%[activator]	-7%	-5%	-6%	-16%
COc1ccc(C(CCNCc2ccc(OC(C)C)cc2)c2ccccc2OC)cc1 (stereo not given)	4%	4%	0	-13%	-1%	-2%	?	-25%	0%
CCOc1ccc(Cl)cc1S(=O)(=O)N1CCN(c2ccc(F)cc2)CC1	-22%	-18%	-1	36%[activator]	-2%	-1%	-2%	-3%	2%
Cc1ccc(S(=O)(=O)c2nc(-c3ccccc3)oc2SCC(=O)NCC2CCCO2)cc1 (stereo not given)	-23%	-1%	-4	-4%	23%	2%	6%	-6%	?
Cc1ccc(CNC(=O)C(Cc2ccccc2)n2cccc2)cc1 (stereo not given)	0%	-12%	-4	7%	-1%	5%	6%	-11%	9%
Nc1nc(-c2ccccc2)[nH]c(=O)c1N	-4%	-4%	-6	47%[activator]	3%	-6%	23%	11%	-18%
COc1ccc(C(=O)NCCN=C2NS(=O)(=O)c3ccccc32)cc1	7%	-3%	-4	-6%	23%	-2%	2%	-3%	9%
Cc1nc2ccccc2c(=O)n1-c1ccc(NC(=O)C(F)(F)F)cc1	10%	-4%[60.1 µM]	-9	-11%	.	-6%	-15%	-1%	57%
COC(=O)NNC(=O)C(C)Oc1ccc(Cl)cc1Cl (stereo not given)	-9%	-5%	0	-3%	14%	-6%	-5%	-4%	7%
CCN(CC)S(=O)(=O)c1ccc2nc(CSc3nnnn3-c3ccc(O)cc3)[nH]c2c1	16%	-14%	-8	?	2%	-2%	-5%	-9%	-9%
Oc1cc(OCc2ccccc2)ccc1-c1[nH]ncc1-c1ccccc1	2%	5%	-2	?	-6%	1%	-25%	-13%	6%
CCOC(=O)C1=C(CSc2nc(CC)c(C)cc2C#N)OC(N)=C(C#N)C1c1ccc(OC)cc1 (stereo not given)	-40%	-11%	5	?	-11%	12%	-24%	-23%	1%
COc1cc(Nc2nc3ccc(Cl)cc3n3cnnc23)cc(OC)c1OC	-17%	-1%	-2	-1%	-11%	-13%	8%	-12%	8%
CCOC(=O)c1cc(-c2ccc(C)cc2)nn1Cc1ccccc1	-25%	4%	2	37%[activator]	.	-4%	-21%	-15%	0%

From PubChem
